Screening results as filed in PubChem.
PTHR1 ag – activates the human parathyroid hormone receptor PTHR1; HEK293 GP2 PTHR1 cells, GloSensor cAMP luminescence, 1 h; Potency, µM (highest dose often 115 µM), without a hit: at the top dose activation, most hits filed as activators; Q03431; actives 0.075% (n = 410,000); also: potency is read from the fitted curve at half-maximal effect; nearly all actives have a fitted effect of over 55% in size; some results filed as inactive show a strong effect at the top dose; inactives centre near -15; many of its hits are not listed in these tables
Target sequence (Q03431 whole entry, looked up): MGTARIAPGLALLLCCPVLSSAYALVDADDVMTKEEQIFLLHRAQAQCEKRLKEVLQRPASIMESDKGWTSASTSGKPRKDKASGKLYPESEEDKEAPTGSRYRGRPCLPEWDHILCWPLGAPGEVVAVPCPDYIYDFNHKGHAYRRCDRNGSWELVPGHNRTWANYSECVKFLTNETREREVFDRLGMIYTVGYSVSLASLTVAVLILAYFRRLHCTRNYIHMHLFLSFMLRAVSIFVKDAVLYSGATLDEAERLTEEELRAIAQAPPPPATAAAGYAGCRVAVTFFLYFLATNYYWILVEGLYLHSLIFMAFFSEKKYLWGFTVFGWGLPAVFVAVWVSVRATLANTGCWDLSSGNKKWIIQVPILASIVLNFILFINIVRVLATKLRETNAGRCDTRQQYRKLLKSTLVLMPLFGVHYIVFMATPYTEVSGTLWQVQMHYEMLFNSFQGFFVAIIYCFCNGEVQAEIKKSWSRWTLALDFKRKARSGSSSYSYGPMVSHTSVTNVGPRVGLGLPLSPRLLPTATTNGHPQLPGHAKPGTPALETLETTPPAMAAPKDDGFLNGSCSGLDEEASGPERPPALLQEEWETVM
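HEK-293-derived GP2 cells expressing PTHR1 and a GloSensor cAMP reporter, 3,000/well, plated overnight, given luciferin plus IBMX (each 0.5 mM as added) for 1 h at 37 °C, then compound for 1 h at 37 °C. Luminescence was read after 15 min at room temperature.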
D3 antag – antagonists of human D3 dopamine receptor | actives 2.5% (n = 360,000) | P35462 | D3R cells, DiscoveRx beta-arrestin luminescence, antagonist mode; hits give low values | max response, negative = inhibition, % | AID 652054; in the data active = max response below about -50%; inconclusive = no clear call, values can overlap the other calls; also: % is scaled to controls: 0 for no effect and ±100 for the full control effect; mostly tested at two doses, the higher about 12 µM
Target sequence (P35462 whole entry, looked up): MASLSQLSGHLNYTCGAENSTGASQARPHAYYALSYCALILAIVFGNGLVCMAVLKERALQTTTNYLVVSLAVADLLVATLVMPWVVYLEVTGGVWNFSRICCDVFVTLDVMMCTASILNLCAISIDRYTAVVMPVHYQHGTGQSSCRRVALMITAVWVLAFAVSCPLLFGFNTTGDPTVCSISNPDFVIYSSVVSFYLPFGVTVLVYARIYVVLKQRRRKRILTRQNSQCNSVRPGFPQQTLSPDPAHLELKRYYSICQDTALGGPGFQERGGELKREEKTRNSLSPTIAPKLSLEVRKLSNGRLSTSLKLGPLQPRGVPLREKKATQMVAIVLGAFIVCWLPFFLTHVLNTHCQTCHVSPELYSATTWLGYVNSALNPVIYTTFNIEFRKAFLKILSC
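Cells plated overnight at 1500 cells/well, then exposed to library compounds with dopamine controls for 90 minutes at 37 degrees C. DiscoveRx reagent added for 30–60 minutes at room temperature; luminescence read, quantitative HTS format.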
DRD3 agonist – agonists of human D3 dopamine receptor; P35462; D3R DiscoveRx beta-arrestin cells, luminescence, 90 min; max activation, %; actives 0.58% (n = 410,000); in the data active = max activation above about 30%; also: 0% is about no effect; mostly tested at two doses, the higher about 12 µM
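Agonist-mode cell screen: cells plated at 1500/well and incubated overnight at 37 °C, then exposed to library compounds for 90 min at 37 °C. Detection reagent was added for 30–60 min at room temperature, and luminescence was read.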
EPAC2 antag – blocks human EPAC2 exchange factor | Q8WZA2 | EPAC2 GEF exchange of Rap1B-BODIPY-GDP, fluorescence | Potency, µM (doses to about 114 µM), without a hit: at the top dose activity, negative = inhibition, usual class: inhibitors | actives 0.18% (n = 360,000); also: potency is read from the fitted curve at half-maximal effect; % is scaled to controls: 0 for no effect and ±100 for the full control effect; nearly all actives have a fitted effect of over 45% in size; many of its hits are not listed in these tables
EPAC2 agonist – EPAC2 (human) agonism. EPAC2 activation, biochemical qHTS; response scale: 100% = 6.5 mM cAMP response. Potency, µM (series often up to 154 µM), for the others: top-dose activation, hits mostly activators. actives 0.079% (n = 360,000); also: potency is read from the fitted curve at half-maximal effect; nearly all actives have a fitted effect of over 50% in size
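Fluorescence exchange assay: 100 nM EPAC2 with 250 nM RAP1B-BODIPY-GDP and 50 uM GDP; compounds tested as a concentration-titration series (qHTS). Loss of Rap1-bound BODIPY-GDP fluorescence read at 480/540 nm; data normalized to 6.5 mM cAMP.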
Mm-Cpn inhibitor – inhibitors of Methanococcus maripaludis chaperonin (MmCpn) | actives 0.031% (n = 330,000) | purified Mm-Cpn ATPase, ADP Transcreener TR-FRET | Potency, µM (doses to about 76.9 µM), without a hit: top-dose activity, negative = inhibition, usual class: inhibitors | AID 504842; also: potency is read from the fitted curve at half-maximal effect; % is scaled to controls: 0 for no effect and ±100 for the full control effect; nearly all actives have a fitted effect of over 80% in size
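Eu-cryptate anti-ADP/ADP-d2 competition gives a ratio inversely related to ADP. Enzyme at 25 nM was pre-exposed to compound for 10 min, then given 10 uM ATP for 30 min, 37°C throughout.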
CCT chaperon mod – modulators of cytosolic chaperonin (CCT/TRiC) activity; activity change, % (test concentration not listed), hits read low; AID 651819; actives 0.3% (n = 360,000); purified chaperonin ATPase assay, HTRF ADP detection, 30 min; in the data active = activity change below about -30%; also: % is scaled to controls: 0 for no effect and ±100 for the full control effect
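ATPase activity: ADP formed was measured by HTRF Transcreener (665/615 nm ratio) after 30 min at 37 deg C with 10 uM ATP. Compounds screened at one 76 uM concentration against 40 or 20 nM TRiC in Tris pH 7.4/KCl/MgCl2/DTT buffer.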
Akt phos inh – inhibitors of Akt phosphorylation; actives 0.32% (n = 360,000); Neuro2A IGF-stimulated pAkt S473 HTRF, 20 min; hits give low values; activity change, % for hits at 50 µM; in the data active = activity change below about -80%; inconclusive = mostly about -51% to -80%; also: % is scaled to controls: 0 for no effect and ±100 for the full control effect
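Neuro2A cells in DMEM with 0.5% FBS, overnight at 37 deg C, given compound at single 50 µM final, then IGF (6 nM final) for 20 min at 37 deg C. Lysed; phospho-Akt Ser473 by HTRF after 24 h, 665/615 ratio.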
* marks the source's active call; other numbers are inactive results; i = inactive; ? = inconclusive; · = not tested or not shown; [ ] = another dose, or the depositor's remark. Unless noted, calls follow the shape of the dose curve; as a rule, active = well fitted curve in the direction sought with a large enough effect; inconclusive = small, poorly fitted or top-dose-only effect, or another doubt; inactive = no such curve, though single readings can be large; an effect the other way counts as inactive or inconclusive.

#1 O=C(CN1CCN(C(=O)c2ccccc2Cl)CC1)Nc1cccc(S(=O)(=O)N2CCCC2)c1
#2 CC12COC3(C(N)=O)CC1CCC32C (stereo not drawn)
#3 Cc1cc(NC(=O)Nc2ccc(Cl)c(Cl)c2)n(-c2ccccc2)n1
#4 O=C(O/N=C\c1ccc(N2CCOCC2)c([N+](=O)[O-])c1)c1ccccc1Cl
#5 CCC(C)Sc1ccc([C@H]2N[C@@](CC(C)C)(C(=O)OC)[C@H]3C(=O)N(CC)C(=O)[C@@H]23)cc1 (stereo partly drawn)

compound no. | 1 | 2 | 3 | 4 | 5
EPAC2 agonist | 3% | 3% | 9% | 4% | -3%
EPAC2 antag | 3% | -7% | -9% | -3% | 11%
DRD3 agonist | -2 | 1 | -34 | 1 | -2
D3 antag | 32 | 12 | ? | 7 | -19
Mm-Cpn inhibitor | · | 0% | 2% | 1% | -1%
PTHR1 ag | -27% | i | -56%[inhibitor] | i | -6%
Akt phos inh | i | i | i | i | i
CCT chaperon mod | 0.8 | -1.0 | 0.2 | 1.3 | -2.2

#6 O=C(NNC1=C(C(=O)C(F)(F)F)CCC1)c1ccc(Br)cc1
#7 O=C(COc1ccccc1CNCc1ccccc1)Nc1ccccc1
#8 O=C(NNC(=O)c1cc2ccccc2cc1O)Nc1ccc(Br)cc1
#9 COc1nc(NCC(C)C)nc(Oc2ccc(OCc3ccccc3)nn2)n1
#10 CC1=C(C(=O)NCc2ccc3c(c2)OCO3)C2(CCC(C)CC2)OC1=O (stereo not drawn)

compound no. | 6 | 7 | 8 | 9 | 10
EPAC2 agonist | -13% | -1% | -2% | -2% | 13%
EPAC2 antag | 9% | 4% | 0% | -5% | -9%
DRD3 agonist | 10 | -16 | -9 | -3 | 0
D3 antag | 10 | 5 | -28 | 0 | 20
Mm-Cpn inhibitor | -2% | 0% | 1% | ? | -1%
PTHR1 ag | -24%[57.5 µM] | i | i | -3%[57.5 µM] | -1%
Akt phos inh | i | i | i | i | i
CCT chaperon mod | 0.9 | -1.7 | -0.5 | 1.7 | -0.4

#11 O=[N+]([O-])c1ccc(OC/C=C2\Oc3ccc([N+](=O)[O-])cc3C2N2CCOCC2)cc1 (stereo not drawn)
#12 Cc1cc(Cl)cc(C)c1OCCCCCn1ccnc1
#13 Cc1ccc(Sc2ncccc2C(=O)NCC(c2ccc(F)cc2)N2CCOCC2)cc1C (stereo not drawn)
#14 S=c1[nH]nc(-c2cc(-c3ccccc3)n[nH]2)n1/N=C/c1cccc(Cl)c1
#15 O=C(N/N=C/c1cccc([N+](=O)[O-])c1)C1CC1c1ccccc1 (stereo not drawn)

compound no. | 11 | 12 | 13 | 14 | 15
EPAC2 agonist | -4% | 2% | -5% | 3% | 10%
EPAC2 antag | 13% | -22% | -7% | -21% | -2%
DRD3 agonist | -16 | -18 | 1 | -3 | -20
D3 antag | -18 | -8 | -6 | -21 | 22
Mm-Cpn inhibitor | -2% | -3% | -1% | 1% | -3%
PTHR1 ag | -11%[57.5 µM] | -40%[inhibitor] | -24% | i | i
Akt phos inh | i | i | i | i | i
CCT chaperon mod | 0.6 | -0.4 | 2.5 | 1.4 | -2.2

Arranged by molecular weight (lowest first): some entries from above.
#2 CC12COC3(C(N)=O)CC1CCC32C (stereo not drawn)
#12 Cc1cc(Cl)cc(C)c1OCCCCCn1ccnc1
#15 O=C(N/N=C/c1cccc([N+](=O)[O-])c1)C1CC1c1ccccc1 (stereo not drawn)
#10 CC1=C(C(=O)NCc2ccc3c(c2)OCO3)C2(CCC(C)CC2)OC1=O (stereo not drawn)
#3 Cc1cc(NC(=O)Nc2ccc(Cl)c(Cl)c2)n(-c2ccccc2)n1
#6 O=C(NNC1=C(C(=O)C(F)(F)F)CCC1)c1ccc(Br)cc1
#14 S=c1[nH]nc(-c2cc(-c3ccccc3)n[nH]2)n1/N=C/c1cccc(Cl)c1

compound no. | 2 | 12 | 15 | 10 | 3 | 6 | 14
EPAC2 agonist | 3% | 2% | 10% | 13% | 9% | -13% | 3%
EPAC2 antag | -7% | -22% | -2% | -9% | -9% | 9% | -21%
DRD3 agonist | 1 | -18 | -20 | 0 | -34 | 10 | -3
D3 antag | 12 | -8 | 22 | 20 | ? | 10 | -21
Mm-Cpn inhibitor | 0% | -3% | -3% | -1% | 2% | -2% | 1%
PTHR1 ag | i | -40%[inhibitor] | i | -1% | -56%[inhibitor] | -24%[57.5 µM] | i
Akt phos inh | i | i | i | i | i | i | i
CCT chaperon mod | -1.0 | -0.4 | -2.2 | -0.4 | 0.2 | 0.9 | 1.4

#9 COc1nc(NCC(C)C)nc(Oc2ccc(OCc3ccccc3)nn2)n1
#4 O=C(O/N=C\c1ccc(N2CCOCC2)c([N+](=O)[O-])c1)c1ccccc1Cl
#8 O=C(NNC(=O)c1cc2ccccc2cc1O)Nc1ccc(Br)cc1
#11 O=[N+]([O-])c1ccc(OC/C=C2\Oc3ccc([N+](=O)[O-])cc3C2N2CCOCC2)cc1 (stereo not drawn)
#5 CCC(C)Sc1ccc([C@H]2N[C@@](CC(C)C)(C(=O)OC)[C@H]3C(=O)N(CC)C(=O)[C@@H]23)cc1 (stereo partly drawn)
#13 Cc1ccc(Sc2ncccc2C(=O)NCC(c2ccc(F)cc2)N2CCOCC2)cc1C (stereo not drawn)
#1 O=C(CN1CCN(C(=O)c2ccccc2Cl)CC1)Nc1cccc(S(=O)(=O)N2CCCC2)c1

compound no. | 9 | 4 | 8 | 11 | 5 | 13 | 1
EPAC2 agonist | -2% | 4% | -2% | -4% | -3% | -5% | 3%
EPAC2 antag | -5% | -3% | 0% | 13% | 11% | -7% | 3%
DRD3 agonist | -3 | 1 | -9 | -16 | -2 | 1 | -2
D3 antag | 0 | 7 | -28 | -18 | -19 | -6 | 32
Mm-Cpn inhibitor | ? | 1% | 1% | -2% | -1% | -1% | ·
PTHR1 ag | -3%[57.5 µM] | i | i | -11%[57.5 µM] | -6% | -24% | -27%
Akt phos inh | i | i | i | i | i | i | i
CCT chaperon mod | 1.7 | 1.3 | -0.5 | 0.6 | -2.2 | 2.5 | 0.8

The list goes on:
#16 O=C(NCc1ccccc1)c1ccc(N2C(=O)C3CCCCC3C2=O)cc1 (stereo not drawn)
#17 Cc1cccc(S(=O)(=O)NCCc2cn3ccccc3n2)c1
#18 CCOC(=O)c1nc2ccccc2c(C)c1C
#19 Cc1ccc2nc(N3CCOCC3)c(C=O)c(=O)n2c1
#20 CC(=O)N(c1cc(C)ccc1C)c1ccccc1[N+](=O)[O-]

compound no. | 16 | 17 | 18 | 19 | 20
EPAC2 agonist | 0% | 7% | 15% | 2% | 7%
EPAC2 antag | 4% | 1% | -1% | -1% | -21%
DRD3 agonist | -1 | 2 | -1 | 1 | -7
D3 antag | 12 | 5 | -2 | 6 | 4
Mm-Cpn inhibitor | -1% | 0% | -1% | 0% | ·
PTHR1 ag | i | -2% | i | -19% | i
Akt phos inh | i | i | i | i | i
CCT chaperon mod | -1.5 | -0.8 | -0.8 | 1.1 | -1.7

#21 CC(C)(O)C#Cc1ccc(C(=O)N2CCCC(CNS(=O)(=O)c3cccs3)C2)o1 (stereo not drawn)
#22 COc1cc(C(=O)NNC(=O)NC2CCCCC2)cc(OC)c1OC
#23 COc1ccc(NC(=O)Nc2sc(NS(=O)(=O)c3ccccc3)nc2C)cc1
#24 COC(=O)/C(=C\C(=O)c1ccccc1)Nc1cccc(C(F)(F)F)c1
#25 O=S(=O)(NCC(c1ccco1)N1CCc2ccccc2C1)c1ccc(F)cc1 (stereo not drawn)

compound no. | 21 | 22 | 23 | 24 | 25
EPAC2 agonist | 1% | -2% | 0% | -7% | 12%
EPAC2 antag | 4% | -1% | -4% | -3% | -14%
DRD3 agonist | -1 | -3 | -2 | 3 | 0
D3 antag | 18 | -2 | -11 | -76* | ?
Mm-Cpn inhibitor | -2% | 0% | -1% | ? | 0%
PTHR1 ag | -31%[inhibitor] | -5%[57.5 µM] | -8% | -48%[inhibitor] | -9%
Akt phos inh | i | i | i | i | i
CCT chaperon mod | -2.4 | -3.5 | 1.0 | 0.8 | -0.6

#26 O=C(O)C(Cc1c[nH]c2ccccc12)NS(=O)(=O)c1cccc(Cl)c1Cl (stereo not drawn)
#27 CCOc1ccc(C2NC(=O)c3ccccc3O2)cc1OCC (stereo not drawn)
#28 O=[N+]([O-])c1ccc(N2CCN(Cc3ccc([N+](=O)[O-])o3)CC2)cc1
#29 CC(C)(C)NC(=O)c1ccc2c(c1)N(CC(=O)N1CCN(c3ccc(F)cc3)CC1)C(=O)C(C)(C)O2

compound no. | 26 | 27 | 28 | 29
EPAC2 agonist | 11% | 4% | 2% | -6%
EPAC2 antag | 45µM* | -5% | 6% | 11%
DRD3 agonist | -3 | -2 | -7 | -2
D3 antag | -22 | -8 | 4 | 1
Mm-Cpn inhibitor | 0% | -4% | 0% | 1%
PTHR1 ag | -20% | i | -27% | i
Akt phos inh | i | i | i | i
CCT chaperon mod | -1.1 | 1.4 | -0.9 | 1.2

Only part of the results is shown; the hit share may differ from the screen's.
